RORgamma inh: qHTS for inhibitors of ROR gamma transcriptional activity; Nuclear receptor ROR-gamma (Mus musculus), P51450; Drosophila S2 Gal4-RORgamma UAS-luciferase reporter, 20 h; Potency, µM (series often up to 53.6 µM), inactives show top-dose activity change, negative = inhibition, most hits filed as inhibitors; hit rate 5.4% among 310,000; AID 2551, 2010; also: potency is read from the fitted curve at half-maximal effect; % is scaled to controls: 0 for no effect and ±100 for the full control effect; nearly all actives have a fitted effect of over 60% in size
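A Gal4/UAS one-hybrid system in insect cells: metallothionein-promoter Gal4–ROR gamma fusion plus Photinus luciferase reporter. Copper sulfate 700 uM final, 20 hr ambient incubation, luminescent detection after 10 min with reagent.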
ELG1 genotoxic: qHTS screen for small molecules that induce genotoxicity in human embryonic kidney (HEK293T) cells expressing luciferase-tagged ELG1. HEK293T ELG1-luciferase reporter, luminescence, 16 h. Potency, µM (series often up to 46 µM), for inactives: at the highest dose activity change, positive = activation, actives largely listed as activators. AID 504466, 2011. hit rate 1.3% among 330,000; also: potency is read from the fitted curve at half-maximal effect; % of control where 0% means no effect; nearly all actives have a fitted effect of over 60% in size
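Step 1: seed 2,000 HEK293T ELG1-luciferase cells per well. Step 2: add compound or DMSO, incubate 16 hr at 37 °C. Step 3: ONE-Glo, 30 min at room temperature, read luminescence.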
p53 reactivator: qHTS assay for re-activators of p53 using a Luc reporter; hit rate 0.063% among 320,000; AID 504706, 2011; H1299 p53-A138V BP100-luciferase reporter, luminescence, 24 h; Potency, µM (highest dose often 92.2 µM), inactives show at the top dose activity change, positive = activation, usual class: activators; also: potency is read from the fitted curve at half-maximal effect; % of control where 0% means no effect; nearly all actives have a fitted effect of over 45% in size
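H1299 (p53-null), stable ts p53-A138V + BP100-Luc; 1000 cells/well, Opti-MEM/10% FBS; cpd 4 pt, 1:5; 24 h, 37 deg C, 5% CO2; detection reagent 10 min RT; luminescence.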
TRPV1 ag: HTS Assay for Compounds that Act as Agonists of the Vanilloid Receptor 1 | Transient receptor potential cation channel subfamily V member 1 (Homo sapiens), Q8NER1 | TRPV1-expressing cells, Fluo-8 calcium influx, agonist mode | activation, % at 8.33 µM | hit rate 0.19% among 320,000 | AID 540275, 2011; in the data active = activation above about 80%; inconclusive = between about 30% and that limit; also: 0% is about no effect
Target sequence (Q8NER1 whole entry, looked up): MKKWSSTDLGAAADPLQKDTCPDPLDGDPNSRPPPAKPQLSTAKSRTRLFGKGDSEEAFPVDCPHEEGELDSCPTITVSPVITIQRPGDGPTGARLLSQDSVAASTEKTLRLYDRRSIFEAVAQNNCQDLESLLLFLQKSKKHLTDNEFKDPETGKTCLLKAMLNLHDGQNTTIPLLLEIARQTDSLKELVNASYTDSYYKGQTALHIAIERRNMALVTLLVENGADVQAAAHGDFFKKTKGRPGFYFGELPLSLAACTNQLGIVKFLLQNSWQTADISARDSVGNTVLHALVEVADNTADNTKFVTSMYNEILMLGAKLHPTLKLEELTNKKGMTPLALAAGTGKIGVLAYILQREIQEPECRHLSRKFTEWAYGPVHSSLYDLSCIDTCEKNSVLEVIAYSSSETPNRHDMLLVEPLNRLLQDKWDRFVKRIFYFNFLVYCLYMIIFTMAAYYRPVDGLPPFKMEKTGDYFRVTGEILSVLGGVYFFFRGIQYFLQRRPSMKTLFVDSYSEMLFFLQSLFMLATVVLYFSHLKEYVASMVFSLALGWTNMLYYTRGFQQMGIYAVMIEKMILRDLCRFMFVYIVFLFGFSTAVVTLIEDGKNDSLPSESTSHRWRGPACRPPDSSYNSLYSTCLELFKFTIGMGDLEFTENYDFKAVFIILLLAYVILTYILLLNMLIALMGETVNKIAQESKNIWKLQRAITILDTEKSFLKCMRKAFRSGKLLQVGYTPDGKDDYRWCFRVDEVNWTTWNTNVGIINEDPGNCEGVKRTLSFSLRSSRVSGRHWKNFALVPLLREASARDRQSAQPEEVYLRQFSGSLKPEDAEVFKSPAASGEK
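TRPV1-expressing cells were cultured overnight at 35.5C and loaded with Fluo-8 calcium dye for 40 to 90 min at room temperature. After a 10 s baseline, compound was added and calcium influx was read kinetically for 3 min (ex 480/em 520 nm).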
Gal4-VP16 FLuc: VP16 counterscreen qHTS for inhibitors of ROR gamma transcriptional activity. Drosophila S2 Gal4-VP16 UAS-luciferase, luminescence, 20 h. Potency, µM (top dose mostly 53.6 µM), for inactives: at the top dose activity, negative = inhibition, hits mostly inhibitors. hit rate 3.5% among 310,000;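 also: Gal4-VP16 expression switched on by copper sulfate through the metallothionein promoter; potency is read from the fitted curve at half-maximal effect; % is scaled to controls: 0 for no effect and ±100 for the full control effect; nearly all actives have a fitted effect of over 50% in size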
Tb PFK block: qHTS Assay to Find Inhibitors of T. brucei phosphofructokinase; T. brucei PFK, ADP-Glo luminescence; Potency, µM (series often up to 57.5 µM), for the others: top-dose activity, negative = inhibition, usual class: inhibitors; hit rate 0.17% among 330,000; AID 485367, 2010;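 also: potency is read from the fitted curve at half-maximal effect; 0% = uninhibited 1x PFK enzyme wells and -100% = no-enzyme wells; nearly all actives have a fitted effect of over 60% in size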
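Compounds were pin-transferred as a titration series up to 57 uM into substrate buffer (0.5 mM F6P, 0.1 mM ATP, pH 8.0), then 1.25 nM PFK was added and reactions ran 45 min before ADP-Glo detection.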
NPC1 prom act: qHTS Assay for NPC1 Promoter Activators | Huh7 NPC1 promoter luciferase reporter, 24 h | Potency, µM (doses to about 9.22 µM), for the others: at the highest dose activation, usual class: activators | hit rate 2.4% among 320,000;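 also: potency is read from the fitted curve at half-maximal effect; % of control where 0% means no effect; nearly all actives have a fitted effect of over 60% in size; reporter is driven by a mutant NPC1 promoter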
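Luminescence read-out of NPC1 promoter-driven luciferase in stably transfected Huh7 cells; compounds delivered in DMSO and left 24 h at 37C, 5% CO2, qHTS titration format.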
FLuc modulator: qHTS profiling assay for firefly luciferase inhibitor/activator using purifed enzyme and Km concentrations of substrates (counterscreen for miR-21 project); Luciferin 4-monooxygenase (Photinus pyralis), P08659; purified FLuc, Km substrates, luminescence inhibition; Potency, µM (doses to about 57.5 µM), without a hit: top-dose activity change, negative = inhibition, hits mostly inhibitors; hit rate 6.9% among 360,000;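 also: potency is read from the fitted curve at half-maximal effect; plate controls were vehicle for no effect and reference inhibitor for full effect; nearly all actives have a fitted effect of over 55% in size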
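Biochemical qHTS of compounds, final roughly 60 µM downward over six points, against 10 nM purified firefly luciferase using Km concentrations of substrates (10 uM D-luciferin, 10 uM ATP) in Tris acetate pH 7.5 buffer; luminescence output.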
ELG1 repair inh: qHTS screen for small molecules that inhibit ELG1-dependent DNA repair in human embryonic kidney (HEK293T) cells expressing luciferase-tagged ELG1. HEK293T ELG1-luciferase reporter, luminescence, 16 h; DNA damage induced by 5-fluorouridine. Potency, µM (titrated, usually from 46.1 µM), for the others: at the top dose activity change, negative = inhibition, usual class: inhibitors. hit rate 2.3% among 330,000. AID 504467, 2011; also: potency is read from the fitted curve at half-maximal effect; % is scaled to controls: 0 for no effect and ±100 for the full control effect; nearly all actives have a fitted effect of over 55% in size
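Overnight (16 hr) co-exposure of 2,000 cells/well to 5-fluorouridine and compound at 37 °C preceded detection. Luciferase was quantified via ONE-Glo luminescence; loss of signal denotes inhibition.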
BRCA1 expr up: qHTS Assay to Identify Small Molecule Activators of BRCA1 Expression; AID 624202, 2012; Potency, µM (highest dose often 46.1 µM), for inactives: top-dose activation, actives largely listed as activators; MCF7-BRCA1-FFLuc reporter, luminescence, 48 h; response scale: scaled: vehicle 0%, 10 µM genistein 100%; hit rate 1.1% among 380,000; also: potency is read from the fitted curve at half-maximal effect; nearly all actives have a fitted effect of over 80% in size; some results filed as inactive show a strong effect at the top dose
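Compounds are tested at multiple concentrations on MCF7 BRCA1-luciferase reporter cells seeded at 2000 per well; after 48 h, a single luminescence end-point is taken and curves fitted to the normalized data.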
Rab9 promoter act: qHTS Assay for Rab9 Promoter Activators. hit rate 2.8% among 320,000. Huh7 Rab9 promoter-luciferase reporter, luminescence, 24 h. Potency, µM (series often up to 9.22 µM), for inactives: at the top dose activation, negative = inhibition, actives largely listed as activators; also: potency is read from the fitted curve at half-maximal effect; % of control where 0% means no effect; nearly all actives have a fitted effect of over 60% in size
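Luminescence read-out: Huh7 cells stably expressing Rab9-luciferase, treated 24 h with compound at 37 °C, then lysed with luciferase reagent for 10 min at ambient before reading.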
* = called active by the depositor; ? = inconclusive; / = no result given; & = joins results of further samples; [ ] = remark or other dose. Unless noted, calls follow the shape of the dose curve; as a rule, active = well fitted curve in the direction sought with a large enough effect; inconclusive = small, poorly fitted or top-dose-only effect, or another doubt; inactive = no such curve, though single readings can be large; an effect the other way counts as inactive or inconclusive. This is a random part of the collection, and some 15% of all compounds hit somewhere here.

SMILES	RORgamma inh	ELG1 genotoxic	p53 reactivator	TRPV1 ag	Gal4-VP16 FLuc	Tb PFK block	NPC1 prom act	FLuc modulator	ELG1 repair inh	BRCA1 expr up	Rab9 promoter act
Cc1cc(=O)n2[nH]cc(C(=O)O)c2n1	20%	10%	7%	4	-9%	-6%	0%	3%	?	16%	4%
CCCS(=O)(=O)N1CCC(CCOc2ccccc2)(C(=O)OCC)CC1	-11%	-7%	-1%	11	-8%	0%	-2%	4%	?	-10%	-7%
Cc1cnc(NC(=O)c2ccco2)s1	?	?	15%	2	2%	1%	?	21µM*	?	82%	?
CCc1cccc(NC(=O)C2CCCN2S(=O)(=O)c2ccc3c(c2)n(C)c(=O)c(=O)n3C)c1 (configuration not stated)	-5%	5%	-1%	0	4%	-9%	-3%	-1%&-6%	0%	4%	-4%
O=C(Nc1nc2ccccc2[nH]1)c1ccc(Br)o1	7.1µM*	?	0%	1	?	-1%	?	9.5µM*	?	17%	?
CCOP(=O)(c1ccccc1)C1(C#N)CCCC1 (configuration not stated)	-14%[10 µM]	2%	4%	0	-3%	-1%	6%	-2%	-2%	21%	-4%
COc1cccc(-n2nnc3c(=O)n(C/C=C/c4ccccc4)cnc32)c1	-27%	6%	10%	-2	-2%	1%	-2%	-13%	3%	-1%	0%
Cc1cccc(OCC(=O)Nc2nccs2)c1C	?	2.1µM*	27%	?	-26%	-3%	0.35µM*	1.5µM*	?	0%	0.35µM*
CN(C)c1ccc(C(CNC(=O)Cc2cccc3ccccc23)N(C)C)cc1 (configuration not stated)	-10%	-2%	0%	10	-2%	-1%	1%	1%	?	-32%	-6%
COc1ccc(Cn2nnnc2C(c2ccccn2)N2CCN(c3cc(Cl)ccc3C)CC2)cc1 (configuration not stated)	9%	-19%	5%	15	-11%	0%	-5%	3%	?	-70%	4%
O=C(Nc1ccccc1OC(F)F)c1ccc(-n2cncn2)c([N+](=O)[O-])c1	/	1%	28%	-2	/	-1%	0%	4%	-4%	-38%	-1%
CCSc1nc(-c2ccccc2)nc(C(Cl)Cl)n1	1.3µM*	-16%	7%	-3	10µM*	10%	-31%[inhibitor]	1%	18µM*	-80%	-40%[inhibitor]
CCN(Cc1nc2ccccc2n1C)c1ccccc1	?	-4%	/	17	?	-2%	3%	2%	?	1%	10%
CCOc1ccc(NC(=O)CN2C(=O)NC3(CCCC3)C2=O)cc1S(=O)(=O)N1CCCCC1	/	1%	-2%	0	/	0%	-1%	4%	1%	7%	-5%
Cc1ccc(CNC(=O)C2CCC(=O)N(CC3CCCCC3)C2)o1 (configuration not stated)	-12%	1%	13%	3	9%	2%	6%	1%	-5%	-6%	0%
CC1Cc2ccccc2N1Cc1cc(=O)c(OCC(=O)Nc2ccccc2)co1 (configuration not stated)	/	7%	3%	24	/	0%	-4%	2%	?	-25%	-5%
O=C1C2ON(c3ccc(Br)cc3)C(c3cccnc3)C2C(=O)N1C1CCCCC1 (configuration not stated)	9%	-1%	-4%	10	-3%[0.365 µM]	-1%	-2%	-2%	5%	-3%	-6%
COc1cc(CCC(=O)OCC(=O)N2CCc3ccccc32)cc(OC)c1OC	-8%	-1%	-1%	-4	3%	0%	-5%	-2%	29%	15%	-2%[1.84 µM]
CCNc1ccc(C(=O)OCC(=O)Nc2cc(C)on2)cc1[N+](=O)[O-]	/	8%	4%	0	/	-22%	-2%	-2%	12%	-6%	-4%
CCOC(=O)NC(=O)COC(=O)CNC(=O)c1cccc(OC)c1	0%	0%	-2%	0	-7%[10 µM]	-2%	-14%	1%	14%	2%	1%
NC(=O)c1ccc(NC(=O)COC(=O)c2ccc([N+](=O)[O-])cc2)cc1	-7%	2%	-3%	-1	0%	-4%	-7%	0%	24%	0%	1%
c1nc(COc2nsnc2N2CCOCC2)cs1	18%	-1%	4%	0	-3%	-1%	2%	-1%	-10%	-14%	3%
CCCCNC(=O)c1sc(=S)n(-c2ccccc2OC)c1N	2%	-6%	-24%	11	-3%	-5%	3%	-9%	-24%	-17%	0%
O=C(Nc1cc(Cl)ccc1N1CCOCC1)c1ccco1	-8%	1%	1%	12	6%	2%	-2%	2%	-2%	6%	0%
COc1ccc(CNC(=O)c2cc(C3CC3)nc3c2cnn3C(C)C)cc1	/	-2%	-11%	?	/	1%	1%	2%	-10%	-8%	0%

Structural class, the entries above containing a nitro group on carbon
SMILES	RORgamma inh	ELG1 genotoxic	p53 reactivator	TRPV1 ag	Gal4-VP16 FLuc	Tb PFK block	NPC1 prom act	FLuc modulator	ELG1 repair inh	BRCA1 expr up	Rab9 promoter act
O=C(Nc1ccccc1OC(F)F)c1ccc(-n2cncn2)c([N+](=O)[O-])c1	/	1%	28%	-2	/	-1%	0%	4%	-4%	-38%	-1%
CCNc1ccc(C(=O)OCC(=O)Nc2cc(C)on2)cc1[N+](=O)[O-]	/	8%	4%	0	/	-22%	-2%	-2%	12%	-6%	-4%
NC(=O)c1ccc(NC(=O)COC(=O)c2ccc([N+](=O)[O-])cc2)cc1	-7%	2%	-3%	-1	0%	-4%	-7%	0%	24%	0%	1%

Record cards (already shown).
Listed for COc1cc(CCC(=O)OCC(=O)N2CCc3ccccc32)cc(OC)c1OC → RORgamma inh: -8%; ELG1 genotoxic: -1%; p53 reactivator: -1%; TRPV1 ag: -4; Gal4-VP16 FLuc: 3%; Tb PFK block: 0%; NPC1 prom act: -5%; FLuc modulator: -2%; ELG1 repair inh: 29%; BRCA1 expr up: 15%; Rab9 promoter act: -2%[1.84 µM]
Listed for Cc1cc(=O)n2[nH]cc(C(=O)O)c2n1 → RORgamma inh: 20%; ELG1 genotoxic: 10%; p53 reactivator: 7%; TRPV1 ag: 4; Gal4-VP16 FLuc: -9%; Tb PFK block: -6%; NPC1 prom act: 0%; FLuc modulator: 3%; ELG1 repair inh: ?; BRCA1 expr up: 16%; Rab9 promoter act: 4%

Later entries.
SMILES	RORgamma inh	ELG1 genotoxic	p53 reactivator	TRPV1 ag	Gal4-VP16 FLuc	Tb PFK block	NPC1 prom act	FLuc modulator	ELG1 repair inh	BRCA1 expr up	Rab9 promoter act
CC1C(c2ccccc2)N(C)C(c2ccccc2)CC1(O)c1ccccc1 (configuration not stated)	?	0%	-23%	5	10%	7%	-1%	1%	18%	-14%	11%
C[C@H](CO)N1C[C@H](C)[C@@H](CN(C)C(=O)NC2CCCCC2)Oc2c(NS(=O)(=O)c3cn(C)cn3)cccc2C1=O	/	1%	-3%	/	/	4%	/	/	4%	16%	/
Cc1noc(C)c1C(=O)OCC(=O)/C=C1\N(C)c2ccccc2C1(C)C	7%	-8%	1%	0	-5%	0%	1%	2%	10%	1%[1.84 µM]	0%
CN(Cc1ccccc1)C(=O)CSc1cc(=O)n(C)c2ccccc12	24%	?	?	-3	?	-5%	5%	?	?	166%	12%
O=C(c1cc2c(=O)oc3ccccc3c2s1)N1CCOCC1	5%	1%	?	5	-1%	-3%	18%	17µM*	?	34%	22%
CCCCn1nnnc1NCc1ccc(N2CCCC2)cc1	-11%	-7%	-12%	28	-9%	-1%	0%	0%	-1%	-20%	-7%
COc1ccc(C(=O)NCc2cccnc2)cc1OC	19%	-6%	-8%	3	-19%	0%	2%	-3%	30%	8%	2%
CC(=O)c1cccc(NC(=O)COC(=O)Cc2ccc(Cl)cc2)c1	/	1%	-7%	6	/	3%	-2%	-1%	-3%	12%	-1%
COc1cc(OC)c(C(=O)OC(C)C(=O)Nc2cc(C(F)(F)F)ccc2Cl)cc1OC (configuration not stated)	23%	1%	-7%	2	-2%	3%	-7%	0%	15µM*	-35%	-1%
O=C(COc1ccc(S(=O)(=O)NCc2ccccc2)cc1Cl)NCc1ccncc1	-2%	-3%	-6%	0	5%	3%	-1%	-2%	-18%	-16%	?
COc1ccc(OC(=O)COc2cccc(C)c2)cc1	0%	-2%	-31%[inhibitor]	0	-2%	1%	1%	15µM*	-6%	4%	3%
CCOc1ccc(CN2CCCN(C)CC2)cc1	-7%	-3%	1%	2	2%	-7%	-3%	4%	10%	20%	1%
COc1ccccc1CNC(=O)CSc1nc2nc(C)cc(C)n2n1	0%	3%	9%	-6	-2%	-2%	0%	-2%	-6%	9%	-2%
